Lung fibro prol: blocks proliferation of human lung fibroblasts; 1.1% of 85,000 active; viability, % at 10 µM; LL 47 human lung fibroblast viability, ATP luminescence; hits give low values;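 active means viability at or below 50% in the single dose screen; inactive means viability above 50%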;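 further: compound exposure lasted 72 h before the ATP readout; 100% = median luminescence of untreated cell-only wells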
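Material: Human LL 47 lung fibroblast cells | Input: 1,150 cells/well | Buffer or medium: IMEM plus 15% FBS | Compound dosing: 0.1% DMSO in all compound wells | Times: Overnight cell rest, 72 h compound treatment at 37 °C | Signal: CellTiter-Glo luminescence measuring cellular ATP | Measure: % viability versus median cells-only luminescence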
ERa SRC1 inh: ER-alpha (human) coactivator binding inhibition; P03372; TR-FRET ER-alpha LBD / SRC-1 peptide, estradiol-bound; inhibition, % at 25.6 µM; 1.7% of 86,000 active; AID 629; in the data active means inhibition above about 50%;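 further: 0% = receptor plus peptide control and 100% = peptide only without receptor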
Calb biofilm kill: kills Candida albicans biofilms; C. albicans biofilm + clotrimazole, Alamar Blue; inhibition, % at 6 µM; 0.14% of 85,000 active; AID 834;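 active means inhibition above 20%; inactive means inhibition below 20%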;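 further: preformed 24 hr biofilms exposed to compound for 48 hr; 0% = biofilm without compound and 100% = blank killed by clotrimazole plus chlorhexidine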
HUVEC prolif 384: blocks proliferation of human endothelial cells; HUVEC proliferation, CellTiter-Glo luminescence, 72 h; hits give low values; viability, % at 10 µM (by protocol); 1.1% of 86,000 active; AID 648;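 active means viability at or below 30%; inactive means viability above 30%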;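 further: 100% = median luminescence of DMSO-only cell control wells on each plate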
ERa SRC1 pot: ER-alpha (human) coactivator binding potentiation; coactivator binding (% of control), % at 25.6 µM; TR-FRET ERalpha-LBD/SRC-Cy5 coactivator binding, 2 h; 100 = basal binding, no effect; 1.3% of 86,000 active; P03372; in the data active means activity above about 200%;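 further: binding measured in presence of low estradiol as agonist stimulus; 0% = peptide alone without receptor and 100% = receptor with peptide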
ERb coact inh: blocks coactivator binding to human estrogen receptor beta | Q92731 | TR-FRET ER-beta LBD / SRC1-Cy5 peptide binding; receptor agonist-loaded with 1 µM estradiol | inhibition, % at 25.6 µM | 1.3% of 86,000 active;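 active means compounds whose percent inhibition of the receptor-coactivator binding signal exceeds about 50% in the single-dose screen, limit read from the data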;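 further: 0% = receptor plus peptide wells without compound and 100% = peptide-only wells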
H69AR inhibit: growth inhibitors of human H69AR lung tumor cells; AID 598; viability, % at 10 µM; H69AR lung tumor viability, ATP luminescence, 72 h; hits give low values; 6% of 85,000 active;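 active means viability at or below 40%; inactive means viability above 40%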;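 further: multidrug resistant small cell line overexpressing MRP-1 efflux transporter; 100% = mean luminescence of untreated control wells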
Smad3 FoxH1 inh: inhibitors of human Smad3 transcription factor binding. P84022. TR-FRET Smad3/Dy647-FoxH1 peptide binding, europium anti-His. inhibition, % at 25 µM. 0.29% of 88,000 active. AID 630;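 active means compounds that reduce the energy-transfer binding signal between the protein and its labelled peptide by more than half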;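 further: 0% = Smad3 plus labelled peptide maximal FRET and 100% = peptide-only background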
Target sequence (P84022 whole entry, looked up): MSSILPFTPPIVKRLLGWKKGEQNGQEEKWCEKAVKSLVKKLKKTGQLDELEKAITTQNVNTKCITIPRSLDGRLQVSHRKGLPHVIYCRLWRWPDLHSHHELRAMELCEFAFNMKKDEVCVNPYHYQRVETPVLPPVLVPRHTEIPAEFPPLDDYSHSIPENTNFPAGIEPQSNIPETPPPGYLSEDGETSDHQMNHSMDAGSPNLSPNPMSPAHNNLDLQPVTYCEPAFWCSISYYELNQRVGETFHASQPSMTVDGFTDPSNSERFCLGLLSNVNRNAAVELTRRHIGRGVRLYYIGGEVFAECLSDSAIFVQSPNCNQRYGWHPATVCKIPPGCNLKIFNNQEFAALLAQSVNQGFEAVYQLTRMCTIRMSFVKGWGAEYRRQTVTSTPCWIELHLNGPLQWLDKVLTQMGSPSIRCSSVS
sEH activator: soluble epoxide hydrolase (human) activation. 0.04% of 91,000 active. purified human sEH enzymatic activity, activator screen. activation, % at 2 µM. P34913. AID 717; in the data active means activation above about 37%; further: values of inactives mirror those of a sister screen read the other way
Target sequence (P34913 whole entry, looked up): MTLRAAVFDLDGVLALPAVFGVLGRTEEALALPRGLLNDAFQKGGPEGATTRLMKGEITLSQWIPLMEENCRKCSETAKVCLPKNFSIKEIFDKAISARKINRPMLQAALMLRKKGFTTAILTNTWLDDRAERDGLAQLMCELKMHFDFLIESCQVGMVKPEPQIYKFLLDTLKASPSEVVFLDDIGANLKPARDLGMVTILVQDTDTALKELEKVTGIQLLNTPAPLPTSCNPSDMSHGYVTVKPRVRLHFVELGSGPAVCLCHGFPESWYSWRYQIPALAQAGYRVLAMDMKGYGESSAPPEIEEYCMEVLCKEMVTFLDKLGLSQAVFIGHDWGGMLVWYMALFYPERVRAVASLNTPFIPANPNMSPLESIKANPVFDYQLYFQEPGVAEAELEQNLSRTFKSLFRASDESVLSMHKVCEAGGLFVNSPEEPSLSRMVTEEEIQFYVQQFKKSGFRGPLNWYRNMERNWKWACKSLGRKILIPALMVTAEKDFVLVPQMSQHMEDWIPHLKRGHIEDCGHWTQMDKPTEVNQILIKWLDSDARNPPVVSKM
An asterisk follows results filed as active; / = not tested or not shown; [ ] = another dose, or the depositor's remark. A portion of the library. The share of hits here may be higher or lower than overall.

Start of the listing, in advance (3 entries):
SMILES | Lung fibro prol | ERa SRC1 inh | Calb biofilm kill | HUVEC prolif 384 | ERa SRC1 pot | ERb coact inh | H69AR inhibit | Smad3 FoxH1 inh | sEH activator
O=C(NCC1COc2ccccc2O1)C1CCC(CNc2c(N3CCCCC3)c(=O)c2=O)CC1 (stereo not drawn) | 100 | -5 | 7 | 86 | 128 | -6 | 92 | 7 | -76
O=C(CC1CCCC1)Nc1nnc(C2CC2)s1 | 96 | -1 | 4 | 92 | 105 | -4 | 107 | 9[fluorescence artefact?] | 4
O=C(CSc1nnc(-c2ccncc2)n1CC1CCCO1)NCc1ccccc1 (stereo not drawn) | 99 | 1[fluorescence artefact?] | -1 | 96 | 112 | -1[fluorescence artefact?] | 96 | 7 | 2

Results, from the start:
SMILES | Lung fibro prol | ERa SRC1 inh | Calb biofilm kill | HUVEC prolif 384 | ERa SRC1 pot | ERb coact inh | H69AR inhibit | Smad3 FoxH1 inh | sEH activator
O=C(NCC1COc2ccccc2O1)C1CCC(CNc2c(N3CCCCC3)c(=O)c2=O)CC1 (stereo not drawn) | 100 | -5 | 7 | 86 | 128 | -6 | 92 | 7 | -76
O=C(CC1CCCC1)Nc1nnc(C2CC2)s1 | 96 | -1 | 4 | 92 | 105 | -4 | 107 | 9[fluorescence artefact?] | 4
O=C(CSc1nnc(-c2ccncc2)n1CC1CCCO1)NCc1ccccc1 (stereo not drawn) | 99 | 1[fluorescence artefact?] | -1 | 96 | 112 | -1[fluorescence artefact?] | 96 | 7 | 2
Cc1nnc(C)n1/N=C/c1ccc2c(c1)OCCO2 | 93 | -2 | 2 | 92 | 104 | 3 | 92 | 11 | -16
Cc1ccc(Nc2nc3c(s2)CCC3)c(C)c1 | 97 | -2 | -7 | 96 | 89 | 0 | 85 | -11 | -1
Cc1ccc(-n2nc(C)c3c2OC(N)=C(C#N)C3c2ccncc2)cc1 (stereo not drawn) | 88 | 5 | 4 | 78 | 113 | 15 | 77 | -2 | -1
O=C(NCc1ccc2c(c1)OCO2)C1CCC(CNc2c(N3CCCC3)c(=O)c2=O)CC1 (stereo not drawn) | 96 | -3 | 6 | 100 | 116 | -8 | 100 | 4 | /
Oc1ccc(Br)cc1-c1cc(-c2ccccc2)n[nH]1 | 71 | -6 | 0 | 27* | 109 | 3 | 6.3* | 5 | 11
CCOC(=O)C1CCN(S(=O)(=O)c2ccc3c(c2)CCCN3C(C)=O)CC1 | 105 | 3[fluorescence artefact?] | 5 | 100 | 105 | 8 | 98 | -9 | /
Cc1noc(N)c1C(=O)Nc1ccccc1F | 105 | -5 | 2 | 104 | 101 | -5 | 92 | 4 | 18
Cc1cc(C(=O)Nc2ccccc2)oc1C | 113 | -3 | 3 | 105 | 101 | -8 | 92 | -4 | -8
CCCN(CCO)Cc1ccc(Cl)c(Cl)c1 | 89 | -1 | 2 | 96 | 132[fluorescence artefact?] | -4 | 88 | 16[fluorescence artefact?] | -7
N/C(=N\OS(=O)(=O)c1ccccc1)c1ccncc1 | 92 | 4 | 8 | 98 | 116[fluorescence artefact?] | 15 | 91 | -1 | 0
O=C(NCC1CCCO1)C1CCC(=O)N1CCc1ccccc1 (stereo not drawn) | 97 | -3 | 10 | 92 | 127 | -8 | 92 | 3 | 3
Cc1ccc(NC(=O)N(CCCN2CCOCC2)Cc2cccs2)cc1C | 101 | 8 | 9 | 100 | 89 | 3 | 89 | 3 | 8
O=C(COc1ccc(Cl)cc1)N1CCN(C(=O)c2cccc(F)c2)CC1 | 96 | -2 | 11 | 105 | 129 | -4 | 83 | -1 | 2
COc1ccc2[nH]c3c(N4CC(C)OC(C)C4)ncnc3c2c1 (stereo not drawn) | 96 | 1 | 1 | 89 | 79 | 6 | 66 | 18 | -11
N#CC1=C(N)SC2(CCCCC2)SC1c1ccccc1 (stereo not drawn) | 104 | -6 | 12 | 97 | 101 | -6 | 92 | 13 | -4
COC(=O)c1cc(S(=O)(=O)N2CCOCC2)c(Cl)cc1N1CCOCC1 | 101 | 0 | 8 | 101 | 88 | -12 | 76 | 7 | -4
Nc1nnc(SCC(=O)N2CCN(c3cccc(Cl)c3)CC2)n1-c1ccccc1 | 104 | -1 | 9 | 95 | 108 | -5 | 86 | 0[fluorescence artefact?] | -3
O=C(Nc1nc(-c2ccccc2)ns1)c1cccs1 | 106 | -4 | 5 | 60 | 102 | -8 | 127 | -4 | /
CC(=O)N(Cc1cc2c(C)cc(C)cc2[nH]c1=O)C1CCCCC1 | 99 | -6 | 3 | 102 | 102 | -8 | 63 | -3 | -6
O=C(NC(=O)c1ccc(Cl)cc1)Nc1cc(N2CCCCC2)ncn1 | 100 | 72*[fluorescence artefact?] | 4 | 88 | 243* | 65*[fluorescence artefact?] | 94 | 8 | -5
CCCNC(=O)CC1C(=O)N(Cc2ccccc2)C(C)c2nc3ccccc3n21 (stereo not drawn) | 110 | -1 | 11 | 103 | 96 | -2 | 90 | -9 | 12
CCN(CC)C(=O)Cn1cnc2ccccc2c1=O | 96 | 0 | -3 | 102 | 108 | -11 | 85 | -1 | 7
(continued)
SMILES | Lung fibro prol | ERa SRC1 inh | Calb biofilm kill | HUVEC prolif 384 | ERa SRC1 pot | ERb coact inh | H69AR inhibit | Smad3 FoxH1 inh | sEH activator
CC(C)N1CCc2c(sc(NC(=O)c3ccc(S(=O)(=O)N4CCOCC4)cc3)c2C#N)C1 | 85 | 0 | 10 | 69 | 88[fluorescence artefact?] | -5[fluorescence artefact?] | 98 | -2 | /
O=C(C1CCN(C2CC(=O)N(Cc3ccccc3)C2=O)CC1)N1CCCCCC1 (stereo not drawn) | 96 | -14 | 1 | 85 | 112 | -18 | 92 | -1 | 5
COc1ccccc1CNC(=O)CN(C)CC(=O)Nc1cccc(F)c1 | 97 | -3 | / | 105 | 100 | -4 | 83 | 14 | 6
Nc1cccc(NC(=O)c2cccs2)c1 | 91 | -9 | -1 | 86 | 113 | 0 | 96 | 3 | 12
Cc1ccc(O)c(NC(=O)c2ccco2)c1 | 97 | -24 | 1 | 93 | 90 | 0 | 80 | -2 | 11
COC(=O)C(NC(=O)C(C)Oc1ccccc1)C(C)C (stereo not drawn) | 98 | -29 | 5 | 94 | 90 | -31 | 101 | 9 | 21
COC(=O)Oc1c(Br)c(=O)oc2ccccc12 | 99 | 64* | 8 | 98 | 32 | 45[fluorescence artefact?] | 56 | -8 | 5
CCC(C)C(NC(=O)C(N)CC(C)C)C(=O)NC(CCC(=O)OCc1ccccc1)C(N)=O (stereo not drawn) | 108 | -1 | 5 | 95 | 211* | -3 | 106 | -5 | 14
CC(C)C(NC(=O)c1ccc(Cl)cc1)C(=O)NC1=NCCS1 (stereo not drawn) | 102 | 3 | 0 | 104 | 94 | -17 | 94 | -16 | -18
O=C(OCC(=O)N1CCN(C(=O)c2ccco2)CC1)c1cc(-c2ccc(F)cc2)nc2ccccc12 | 93 | -4 | -2 | 79 | 97 | 1 | 86 | -5 | -6
COc1ccccc1C1C=C(c2ccc(Cl)cc2)Nc2nc(N3C(=O)CCC3=O)nn21 (stereo not drawn) | 98 | 1[fluorescence artefact?] | 7 | 98 | 125 | 2[fluorescence artefact?] | 106 | 16 | 2
Cc1ccc(-n2nc3c(c2NC(=O)c2ccc4c(c2)OCO4)CSC3)c(C)c1 | 104 | 12 | 2 | 98 | 122[fluorescence artefact?] | 3[fluorescence artefact?] | 85 | 7 | -5
Cc1c(N/C=C/C(=O)c2cccs2)c(=O)n(-c2ccccc2)n1C | 99 | -1 | 5 | 91 | 127 | 1 | 83 | -4 | 18
CCOC(=O)c1c(C)[nH]c(C)c1C(=O)CSc1nc(N)cc(N)n1 | / | 1 | 0 | 90 | 109[fluorescence artefact?] | -5 | 90 | -7 | /
COc1ccccc1OC(=O)c1ccc2nsnc2c1 | 101 | -1 | 9 | 102 | 85 | -6 | 89 | 2 | -3
Cc1nnc(NCCc2ccccc2)n(N)c1=O | 97 | -7 | -4 | 94 | 97 | -9 | 82 | -3 | 19
Cn1c(CN2CCCCC2)nc2cc(NC(=O)c3ccc(Cl)cc3)ccc21 | 97 | -17 | 4 | 88 | 97 | -17 | 63 | 8 | 3
COc1ccc(N(CC(=O)N2CCN(C)CC2)S(C)(=O)=O)cc1OC | 95 | -3 | 6 | 99 | 110[fluorescence artefact?] | 9 | 88 | -1 | -2
O=C1c2ccccc2C(O)(Cc2ccccc2)N1C1CCCCC1 (stereo not drawn) | 100 | -18 | 5 | 89 | 89 | -9 | 84 | 15 | 6
Cc1ccc(S(=O)(=O)N2CCN(C(=O)CSc3ncc(C(F)(F)F)cc3Cl)CC2)cc1 | 89 | 69* | 5 | 77 | 94[fluorescence artefact?] | 1[fluorescence artefact?] | 6.2* | -22 | 2
CC(C)CNC(=O)COC(=O)c1cncc(Br)c1 | 104 | -8 | 5 | 88 | 95 | -1 | 106 | -16 | -18
Cc1nc(N2CCN(C(=O)CCC(=O)O)CC2)c2c(C)c(C)sc2n1 | 91 | 9 | 6 | 87 | 103 | 1 | 96 | 12 | /
CCc1nnc(NC(=O)CSc2nnc(COc3ccccc3)n2-c2ccc(C)cc2)s1 | 98 | -8 | 6 | 99 | 139 | 3 | 87 | 6 | 1
CCn1nccc1C(=O)Nc1cc(Cl)cc(Cl)c1 | 98 | 4 | 2 | 75 | 113 | -2 | 70 | 0 | -10
Cc1cccn2c(=O)c3cc(C#N)c(=NC(=O)c4cccnc4)n(CC4CCCO4)c3nc12 (stereo not drawn) | 103 | -1 | 7 | 87 | 98 | 2 | 50 | 3 | -2
Further structures:
SMILES | Lung fibro prol | ERa SRC1 inh | Calb biofilm kill | HUVEC prolif 384 | ERa SRC1 pot | ERb coact inh | H69AR inhibit | Smad3 FoxH1 inh | sEH activator
COc1cccc(Oc2nnnn2-c2ccccc2)c1 | 99 | -13 | 5 | 89 | 116 | -9 | / | -6 | -3
Cc1ccc(-c2nnc(SCc3ccccc3F)o2)cc1 | 94 | 1 | 7 | 114 | 104 | -4 | 79 | -3 | 1
COc1ccc(-n2cnnc2SC(C)c2nc3sc(C)c(C)c3c(=O)[nH]2)cc1 (stereo not drawn) | 94 | 4[fluorescence artefact?] | 11 | 89 | 105[fluorescence artefact?] | 20[fluorescence artefact?] | 86 | 3 | 17
O=C(Nc1cccnc1)c1c(F)cccc1F | 107 | 1 | 1 | 100 | 108 | -2 | 93 | 9 | -1
COc1ccc(C(NC(N)=O)c2ccccc2)cc1 (stereo not drawn) | 98 | 5 | / | 80 | 104 | -1 | 88 | -1 | 3
CCOC(=O)c1c(NC(=O)CSc2nnc(-c3cccnc3)n2Cc2ccco2)sc(C)c1C | 84 | -1[fluorescence artefact?] | 7 | 77 | 95[fluorescence artefact?] | 4 | 65 | 4 | 12
O=C(CSc1nc2ccccc2o1)c1ccc2c(c1)OCCO2 | 99 | 3 | 7 | 99 | 108 | -7 | 87 | 14[fluorescence artefact?] | 8
CC(C)NS(=O)(=O)c1ccc(OCC(=O)NCc2cccnc2)cc1 | 96 | -6 | 5 | 93 | 106 | -11 | 115 | 6[fluorescence artefact?] | -1
CCOC(=O)Nc1sc(C(=O)N(C)C)c(C)c1C(=O)OCC | 89 | -2 | 9 | 105 | 126 | 4[fluorescence artefact?] | 84 | -3 | -17
O=C(O)CC(Cc1ccc(Br)cc1)C(=O)O (stereo not drawn) | 96 | 3[fluorescence artefact?] | 1 | 94 | 120 | 1[fluorescence artefact?] | 96 | -1 | /
Cc1cccc(NC(=O)CN(C)S(=O)(=O)c2cccc3nsnc23)c1C | 106 | 6[fluorescence artefact?] | 2 | 96 | 122 | 5[fluorescence artefact?] | 98 | 7 | 3
CC(C)CN(CC(C)C)c1nnc(N)s1 | 103 | -7 | 8 | 102 | 99 | 2 | 102 | 1 | /
CCOC(=O)c1ccc2c(c1)nc(SCC(=O)NC(C)C)n2CC | 103 | 26 | 0 | 95 | 105 | -5 | 84 | 20 | -4
